# Screening results from PubChem BioAssay.
# AHR act: human AHR activation; activation, % at 5 µM; AHR-responsive luciferase reporter cells, luminescence; 320,000 compounds, 2.5% hits; P35869; in the data active = activation above about 47%;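 also: 0% = vehicle wells and 100% = reference agonist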
# Target sequence (P35869 whole entry, looked up): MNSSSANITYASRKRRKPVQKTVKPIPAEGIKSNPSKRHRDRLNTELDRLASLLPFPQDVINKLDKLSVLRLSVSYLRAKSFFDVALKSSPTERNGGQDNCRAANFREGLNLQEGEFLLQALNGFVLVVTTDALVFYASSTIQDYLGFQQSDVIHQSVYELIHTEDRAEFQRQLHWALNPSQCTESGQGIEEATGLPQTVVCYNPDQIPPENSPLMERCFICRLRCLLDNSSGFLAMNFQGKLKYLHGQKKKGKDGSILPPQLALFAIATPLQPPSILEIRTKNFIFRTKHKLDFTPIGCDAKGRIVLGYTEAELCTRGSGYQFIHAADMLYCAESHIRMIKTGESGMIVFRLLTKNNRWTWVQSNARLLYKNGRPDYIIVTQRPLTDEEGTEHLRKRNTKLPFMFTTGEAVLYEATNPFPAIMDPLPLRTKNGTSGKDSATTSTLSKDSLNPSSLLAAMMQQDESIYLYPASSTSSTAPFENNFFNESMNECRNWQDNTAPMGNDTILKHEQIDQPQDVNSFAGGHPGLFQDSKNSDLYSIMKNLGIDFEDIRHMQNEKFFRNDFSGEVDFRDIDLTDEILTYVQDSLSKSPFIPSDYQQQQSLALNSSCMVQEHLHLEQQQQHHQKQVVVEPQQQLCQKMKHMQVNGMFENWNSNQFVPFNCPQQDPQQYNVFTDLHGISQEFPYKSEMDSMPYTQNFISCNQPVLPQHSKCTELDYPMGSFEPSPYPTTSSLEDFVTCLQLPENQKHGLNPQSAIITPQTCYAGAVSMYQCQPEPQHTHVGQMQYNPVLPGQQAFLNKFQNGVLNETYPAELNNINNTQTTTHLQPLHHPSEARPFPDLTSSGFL
# RPL19A TOR yeast: yeast TOR pathway RPL19A-GFP modulation; percent response vs DMSO, % at 10 µM; S. cerevisiae RPL19A-GFP strain, flow cytometry, 3 h; hits give low values; 330,000 compounds, 0.3% hits;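 active = percent response vs DMSO below 50%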;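 also: median channel GFP fluorescence of the barcoded RPL19A-GFP strain; ratio of sample median GFP to plate DMSO average so 100% = DMSO; lower means less RPL19A-GFP as with rapamycin TOR inhibition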
# LAP4 TOR yeast: alters LAP4-GFP fluorescence in TOR pathway yeast screen; S. cerevisiae LAP4-GFP multiplex, flow cytometry GFP, 3 h; median GFP as percent of DMSO wells; GFP response vs DMSO, % at 10 µM; 320,000 compounds, 0.34% hits;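 active = GFP response vs DMSO above a set limit, about the screen mean plus 3 SD, cut at about 150% in these data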
# AGP1 TOR yeast: modulators of TOR pathway AGP1-GFP in S. cerevisiae; 320,000 compounds, 0.02% hits; GFP response vs DMSO, % at 10 µM; AID 2066; S. cerevisiae AGP1-GFP multiplex flow cytometry, 3 h; GFP as percent of DMSO wells;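 active = GFP response relative to DMSO above a set limit, near screen average plus 3 SD, cut at about 150% in these data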;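 also: median GFP channel fluorescence of the gated AGP1 strain per well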
# CIT2 TOR yeast: modulators of TOR pathway CIT2-GFP in S. cerevisiae; AID 2029; S. cerevisiae CIT2-GFP strain, flow cytometry, 3 h; 100 means same as DMSO wells; GFP response vs DMSO, % at 10 µM; 320,000 compounds, 0.065% hits;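 active = GFP response relative to DMSO above a set limit, near the screen mean plus 3 SD, cut at about 150% in these data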;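 also: ratio of well median GFP fluorescence to mean of DMSO wells on the plate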
# CR mimetic SO: lowers age-related superoxide in aged yeast cells. S. cerevisiae aged cells, superoxide DHE fluorescence; hits give low values. superoxide response (% of plate mean), % at 10 µM. 330,000 compounds, 0.18% hits. AID 2690;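 active = superoxide response under a set limit, about three screen SD below normal, cut at about 65% in these data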;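 also: yeast aged for seven days with compound at 30 °C before DHE staining; 100% = average MFI of all compound-treated wells on the plate with controls excluded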
# MEP2 TOR yeast: alters MEP2-GFP fluorescence in TOR pathway yeast screen. S. cerevisiae MEP2-GFP strain, flow cytometry GFP, 3 h; 100% = DMSO control level. GFP response vs DMSO, % at 10 µM. 330,000 compounds, 0.51% hits;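 active = GFP response versus DMSO above a set limit, roughly screen mean plus 3 SD, cut at about 180% in these data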;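 also: median GFP fluorescence of the barcode-gated MEP2-GFP cells per well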
# Efflux pump inh: inhibitors of Candida antifungal efflux pumps expressed in yeast; S. cerevisiae Candida pump triplex, Nile Red efflux; AID 485275; inhibition, % at 10 µM; 330,000 compounds, 0.44% hits;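 active = plate passing quality check with inhibition over a set limit, or well fluorescence over plate mean plus 4 SD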;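 also: Nile Red retained in pooled yeast measured as flow cytometry median fluorescence; 0% = buffer negative control and 100% = Enniatin B positive control; higher means more Nile Red kept so more efflux inhibition; some compounds called inactive have numbers as strong as hits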
# Starred values were filed as active, the others as inactive.
SMILES,AHR act,RPL19A TOR yeast,LAP4 TOR yeast,AGP1 TOR yeast,CIT2 TOR yeast,CR mimetic SO,MEP2 TOR yeast,Efflux pump inh
Cc1c(C(=O)Nc2cccc(Cl)c2)cn2c(nc3ccccc32)c1C#N,7,100,92,104,101,80,96,-0.1
COc1ccc(-c2noc(-c3ccc(C)cc3)n2)cc1,-3,96,120,101,99,102,102,0.0
CCCCC(=O)Nc1cc2nn(-c3ccc(OC)cc3)nc2cc1C,26,101,98,100,104,90,98,0.0
CCOc1cccc(NC(=O)c2cnccc2C(F)(F)F)c1,11,98,107,92,103,95,103,-0.1
O=C(Nc1ccc(F)c(Cl)c1)NC1CC1,4,102,96,102,105,78,99,0.0
CC1(C)CC(=O)C=C(Nc2ccc(Cl)cc2)C1,2,103,101,102,104,92,105,0.0
COc1ccc(CCC(=O)N/N=C/c2ccc3c(c2)OCO3)cc1,34,93,118,100,90,111,100,0.1
CCCc1nc(SCC(=O)N2CCc3ccccc32)c2c(C)c(C)sc2n1,-1,98,99,101,99,113,102,0.0
Cc1ccc(-n2nc(C(=O)O)c(O)cc2=O)cc1,0,108,92,100,109,103,112,0.2
CCCOc1ccccc1N/C(=N/c1nc(C)cc(C)n1)NC(=O)Nc1ccc(Cl)cc1,5,95,120,104,103,113,102,0.1
Cc1ccc(SCc2ccc(C(=O)Nc3ccccc3C(=O)NC(C)C)cc2)cc1,-1,101,95,97,102,100,99,-0.1
COc1cccc(N2CC(NC(=O)C(=O)c3c[nH]c4ccccc34)CC2=O)c1 (stereo not drawn),10,96,105,101,88,116,91,-0.1
Brc1ccc(-c2nc(-c3ccccn3)no2)o1,51*,99,108,100,108,103,107,-0.1
COc1ccc(Cl)cc1S(=O)(=O)N1CCCC(C(=O)NCc2ccncc2)C1 (stereo not drawn),1,102,78,100,103,105,99,0.0
CCOC(=O)c1c(NC(=O)C(C)Sc2cccc[n+]2[O-])sc2c1CCN(Cc1ccccc1)C2 (stereo not drawn),2,93,99,92,91,111,96,-0.1
O=C(O)CN1C(=O)C2C3C=CC(C2C1=O)C1C(=O)N(CC(=O)O)C(=O)C31 (stereo not drawn),0,111,114,117,107,83,104,-0.1
NC(=O)c1ccc(N=Nc2c(O)c3ccccc3[nH]c2=O)cc1,14,102,100,103,108,103,108,0.0
CCOC(=O)C(C)Sc1ncc(OC)c(Sc2ccc(Cl)cc2)n1 (stereo not drawn),2,103,99,100,99,99,100,0.3
CN1CCN(C2Cc3ccc(Cl)cc3Sc3ccc(F)cc32)CC1 (stereo not drawn),-2,100,102,104,98,94,104,0.1
CCOc1ccc(NC(=S)N2CCCN(Cc3cc(C)ccc3C)C2)cc1,-1,101,99,106,101,95,104,-0.1
O=[N+]([O-])c1ccc(CSc2nnc(Cc3ccccc3)o2)cc1,1,101,105,101,97,101,102,0.1
COc1cccc(C(c2sc3nc(C)nn3c2O)N2CCN(C(=O)c3ccco3)CC2)c1 (stereo not drawn),0,97,89,98,102,88,93,0.0
O=C(Nc1ccccc1[N+](=O)[O-])C1(c2ccccc2)CCOCC1,4,100,104,106,101,120,98,0.0
COc1ccc(NC(=O)CSc2nc(-c3ccco3)nc3cc(=O)[nH]n23)cc1Cl,3,107,99,104,106,101,104,-0.2

# Looked up by compound from the entries so far, three records:
SMILES,AHR act,RPL19A TOR yeast,LAP4 TOR yeast,AGP1 TOR yeast,CIT2 TOR yeast,CR mimetic SO,MEP2 TOR yeast,Efflux pump inh
NC(=O)c1ccc(N=Nc2c(O)c3ccccc3[nH]c2=O)cc1,14,102,100,103,108,103,108,0.0
Brc1ccc(-c2nc(-c3ccccn3)no2)o1,51*,99,108,100,108,103,107,-0.1
Cc1ccc(SCc2ccc(C(=O)Nc3ccccc3C(=O)NC(C)C)cc2)cc1,-1,101,95,97,102,100,99,-0.1

# A few values from the list:
# In RPL19A TOR yeast, Brc1ccc(-c2nc(-c3ccccn3)no2)o1 is entered as 99
# In AHR act, COc1cccc(C(c2sc3nc(C)nn3c2O)N2CCN(C(=O)c3ccco3)CC2)c1 (stereo not drawn) is entered as 0
# In LAP4 TOR yeast, O=C(Nc1ccccc1[N+](=O)[O-])C1(c2ccccc2)CCOCC1 is entered as 104
# In AGP1 TOR yeast, COc1ccc(NC(=O)CSc2nc(-c3ccco3)nc3cc(=O)[nH]n23)cc1Cl is entered as 104
# In RPL19A TOR yeast, CCOC(=O)C(C)Sc1ncc(OC)c(Sc2ccc(Cl)cc2)n1 (stereo not drawn) is entered as 103

# Continuation:
SMILES,AHR act,RPL19A TOR yeast,LAP4 TOR yeast,AGP1 TOR yeast,CIT2 TOR yeast,CR mimetic SO,MEP2 TOR yeast,Efflux pump inh
CCN(c1ccccc1)c1ncnc2c1cnn2-c1ccccc1,-3,98,108,106,96,97,102,0.4
Cc1coc2cc3oc(=O)c(CCC(=O)N4CCC(C(=O)O)(c5ccccc5)CC4)c(C)c3cc12,1,95,95,86,91,107,112,0.1
CN1CCN(C2=Nc3cc(F)ccc3Cc3ccccc32)CC1,-4,98,107,91,109,100,101,-0.1
O=S(=O)(/N=C(/NS(=O)(=O)c1ccccc1)c1ccccc1)c1ccccc1,6,98,99,111,115,105,107,-0.2

# In the list so far, these contain two or more sulfur atoms:
SMILES,AHR act,RPL19A TOR yeast,LAP4 TOR yeast,AGP1 TOR yeast,CIT2 TOR yeast,CR mimetic SO,MEP2 TOR yeast,Efflux pump inh
CCCc1nc(SCC(=O)N2CCc3ccccc32)c2c(C)c(C)sc2n1,-1,98,99,101,99,113,102,0.0
CCOC(=O)c1c(NC(=O)C(C)Sc2cccc[n+]2[O-])sc2c1CCN(Cc1ccccc1)C2 (stereo not drawn),2,93,99,92,91,111,96,-0.1
CCOC(=O)C(C)Sc1ncc(OC)c(Sc2ccc(Cl)cc2)n1 (stereo not drawn),2,103,99,100,99,99,100,0.3
O=S(=O)(/N=C(/NS(=O)(=O)c1ccccc1)c1ccccc1)c1ccccc1,6,98,99,111,115,105,107,-0.2
